hIAP activ – increases human intestinal alkaline phosphatase activity; purified human IAP, CDP-Star luminescence, 30 min; hits give high values; 1 = vehicle-only enzyme, 0 = enzyme-free background; P09923; AID 2524; actives 0.16% (n = 330,000); activation factor at 10 µM;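 active = activation factor of the enzyme at least 2-fold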; also: the source names both 10 and 20 µM as test concentration; values of inactives mirror those of a sister screen read the other way
MPTP block – blocks calcium-induced mitochondrial swelling; inhibition, % at 10 µM; AID 602449; actives 1.4% (n = 360,000); isolated mouse mitochondria, Ca2+ swelling absorbance, 30 min;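 active = inhibition of 50% or more, scaled per plate between neutral and stimulator controls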;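 also: 0% = DMSO wells given calcium and 100% = 1 mM EGTA wells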
GRIN3A LBD mod – modulates the human NR3A ligand-binding domain; NR3A LBD differential scanning fluorimetry, Tm shift; 0% = protein alone, 100% = glycine-bound protein; Tm shift relative to glycine control, % at 25 µM; actives 2.5% (n = 340,000); AID 1259313;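 active = melting temperature shift of at least 10% of the positive control shift, at one fixed dose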
ATG4B inh – blocks human ATG4B protease cleavage of LC3 substrate | Q9Y4P1 | ATG4B cleavage of LC3-PLA2, NBD-HPC fluorescence, 1 h | inhibition, % at 8.33 µM | actives 0.51% (n = 340,000); in the data active = inhibition above about 40%
SENP6 inh – SENP6 protease inhibition | inhibition, % at 10 µM | Recombinant SENP6 catalytic domain, aminoluciferin luminescence | actives 1.8% (n = 330,000);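 active = inhibition above about 50% at the single tested dose, limit read from the data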;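 also: plate controls were DMSO wells with enzyme for no effect and DMSO wells lacking enzyme for full effect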
Target sequence (Q9GZR1 628-1112 limits assumed): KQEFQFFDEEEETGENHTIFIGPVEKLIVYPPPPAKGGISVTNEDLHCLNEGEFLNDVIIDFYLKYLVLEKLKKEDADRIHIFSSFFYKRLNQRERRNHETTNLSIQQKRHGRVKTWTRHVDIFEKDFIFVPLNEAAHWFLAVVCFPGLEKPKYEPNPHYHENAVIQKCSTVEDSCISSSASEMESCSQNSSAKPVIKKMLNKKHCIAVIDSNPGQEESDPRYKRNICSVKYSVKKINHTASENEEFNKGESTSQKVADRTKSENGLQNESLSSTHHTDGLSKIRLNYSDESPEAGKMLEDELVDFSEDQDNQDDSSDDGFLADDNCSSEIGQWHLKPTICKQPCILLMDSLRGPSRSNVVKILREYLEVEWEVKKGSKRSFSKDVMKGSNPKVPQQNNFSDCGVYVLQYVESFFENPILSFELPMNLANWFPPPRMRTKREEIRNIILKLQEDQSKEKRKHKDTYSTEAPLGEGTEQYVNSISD
SENP1 FRET inh – blocks the human SENP1 SUMO protease catalytic domain; Q9P0U3; recombinant SENP1 catalytic domain, CyPet-SUMO1-YPet FRET cleavage; inhibition, % at 10 µM; actives 0.21% (n = 360,000); AID 624204;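 active = inhibition at least 30% at 10 µM, raw YFP signal under a set limit, fluorescence ratio 0.5 to 1.5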;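 also: 0% = enzyme with DMSO and 100% = no enzyme wells; some results filed as inactive read as strong as hits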
Target sequence (Q9P0U3 419-644 limits assumed): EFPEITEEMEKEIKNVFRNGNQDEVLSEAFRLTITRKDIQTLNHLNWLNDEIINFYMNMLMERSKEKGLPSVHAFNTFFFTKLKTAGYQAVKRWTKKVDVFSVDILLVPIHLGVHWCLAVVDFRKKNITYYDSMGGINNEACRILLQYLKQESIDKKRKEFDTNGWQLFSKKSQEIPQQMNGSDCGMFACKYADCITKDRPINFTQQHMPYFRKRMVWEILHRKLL
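system = hSENP1 catalytic domain, recombinant | reagent = SFCypet-SUMO1-SFYpet substrate at 25 nM | doses = one dose per compound, 10 µM, 0.5% DMSO | incubation = enzyme reaction for 50 min at room temperature, dark | measured by = FRET, CFP and YFP emission | controls = no-enzyme low, enzyme-DMSO high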
SENP8 inh – inhibitors of human SENP8 protease; actives 0.64% (n = 360,000); recombinant SENP8, Nedd8 substrate fluorescence; inhibition, % at 20 µM; AID 602440; in the data active = inhibition mostly above about 40%, no sharp cut-off; inactive = mostly below about 27%
Target sequence (Q96LD8 whole entry, looked up): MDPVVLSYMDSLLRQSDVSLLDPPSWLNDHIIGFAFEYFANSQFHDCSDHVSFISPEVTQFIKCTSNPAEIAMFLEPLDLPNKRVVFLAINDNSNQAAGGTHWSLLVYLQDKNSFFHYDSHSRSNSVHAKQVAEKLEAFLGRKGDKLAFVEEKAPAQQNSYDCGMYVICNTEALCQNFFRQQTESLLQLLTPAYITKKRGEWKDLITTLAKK
PfGluPho inh – PfG6PD (Plasmodium falciparum) enzyme inhibition; PfGluPho enzyme, NADPH resazurin-diaphorase fluorescence; actives 0.78% (n = 350,000); AID 504690; inhibition, % at 20 µM;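 active = inhibition reaching at least a set limit at 20 µM in the primary screen, cut at about 59% in these data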;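 also: 0% = DMSO wells with substrate and 100% = DMSO wells lacking glucose-6-phosphate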
The depositor's hits bear a star; i = inactive; nt = no result given.

Values run as follows: hIAP activ	MPTP block	GRIN3A LBD mod	ATG4B inh	SENP6 inh	SENP1 FRET inh	SENP8 inh	PfGluPho inh
CCOc1ccccc1N1CCN(S(=O)(=O)c2cc(C)ccc2OC)CC1
    1	0.0	37*	-2	7	0	8	14
Cc1ccc(C(=O)N2CCN(c3ccccc3)CC2)cc1S(=O)(=O)N1CCOCC1
    0.91	-0.1	-2	-6	3	-2	15	-14
C=CCS(=O)(=O)N1CCCC(N(C)CCc2ccc(OC)c(OC)c2)C1 (configuration not stated)
    1.4	-0.3	0	22	11	-1	13	0
Cc1cccc(NC(=O)/C(C#N)=C\c2ccc(C(=O)O)cc2)c1
    1.3	0.8	1	-9	-18	1	7	23
O=C1C[C@@H]2CCN3C(=O)CCC[C@@H]([C@H]23)[C@H]1Cc1ccccc1
    nt	-0.5	-1	2	nt	-1	14	-2
Oc1c(C(Nc2ccccn2)c2cccnc2)cc(Cl)c2cccnc12 (configuration not stated)
    0.99	-0.3	-5	-3	-6	0	11	1
COc1cc(OC)cc(C(=O)NC(=S)Nc2ccc(N3CCCC3)cc2)c1
    1	1.5	-4	-1	3	2	43*	8
COC(=O)CCC(=O)OC1(C)C(=O)C2=CN(CCc3ccccn3)C(c3ccc(OC)cc3)=CC2=C(Br)C1=O (configuration not stated)
    1	-0.5	-2	1	45	-48	-144	99*
CCN(CC)CCN1C(=O)C2C3c4ccccc4C(c4ccccc43)C2C1=O (configuration not stated)
    1.2	-1.4	-2	-3	-2	0	21	-13
Cc1nc(SCC(=O)NC2CCCC2)c2oc3ccccc3c2n1
    nt	0.4	nt	nt	nt	1	32	11

Values run as follows: hIAP activ	MPTP block	GRIN3A LBD mod	ATG4B inh	SENP6 inh	SENP1 FRET inh	SENP8 inh	PfGluPho inh
Cc1ccc2cccc(SCC(=O)NCC#N)c2n1
    0.95	-14	1	2	-4	0	-392	7
Cc1cc(NS(=O)(=O)c2cccc([N+](=O)[O-])c2)no1
    1.3	0.6	-2	-2	-6	2	16	-2
CC(Sc1nc2ccccc2c(=O)n1CCCN1CCOCC1)C(=O)N1CCc2ccccc21 (configuration not stated)
    nt	1.1	1	0	nt	3	2	-9
COc1ccccc1C(=O)Oc1cc(C)[nH]c(=O)c1[N+](=O)[O-]
    0.85	-0.7	-1	0	-2	1	0	-14
C=CCNC(=O)NC(=O)COC(=O)CNS(=O)(=O)c1ccc(F)c(F)c1F
    0.93	-2.0	-2	-4	8	2	-5	-15
COc1ccc(OC)c(CN2CCC(C(=O)N(C)CCc3ccc(OC)c(OC)c3)CC2)c1
    1.2	1.6	-1	-11	-9	2	-2	4
COCc1nnc(NC(=O)CCCOc2ccccc2)s1
    0.97	1.4	-1	5	6	0	23	-1
O=C(c1ccco1)N1CCN(Cc2ccccc2F)CC1
    1.1	-1.1	-3	0	17	-1	20	16
Cn1cc(S(=O)(=O)CC(=O)Nc2ccc(Br)cc2)c2ccccc21
    0.86	-0.6	-15	-17	4	4	9	87*
OC12CC3C[C@H](C1)C(N1CCOCC1)[C@@H](C3)C2 (some centres not stated)
    1.2	0.8	0	4	7	1	4	-7

Values run as follows: hIAP activ	MPTP block	GRIN3A LBD mod	ATG4B inh	SENP6 inh	SENP1 FRET inh	SENP8 inh	PfGluPho inh
C=CCOC(=O)C1=C[C@@H](c2ccccc2)[C@H](CCCO)[C@@H](OCC)O1
    0.93	0.2	1	11	15	4	15	-9
CCCc1nnc(NC(=O)CCC(=O)NCc2ccc(OC)cc2)s1
    0.9	2.3	-1	-3	-4	0	25	4
Cc1ccc(NC(=O)c2sc(N)nc2-c2ccc([N+](=O)[O-])cc2)cc1C
    0.93	0.8	4	-10	-22	9	28	-13
Cc1ccc(S(=O)(=O)N2CCN(C(=O)C(C)Cn3cncn3)CC2)cc1C (configuration not stated)
    0.88	1.2	-1	6	-6	1	3	-7
CCCn1c(N)c(N2CCCCC2)c(=O)n(CC(=O)Nc2ccc(C(C)=O)cc2)c1=O
    1	0.5	-1	-1	2	-5	2	-8
CC(C)(C)C(=O)NC(=C(Cl)Cl)P(=O)(O)O
    0.95	0.3	-1	4	6	2	13	-21
CCS(=O)(=O)Nc1cccc(C2=NN(S(=O)(=O)c3ccccc3)C(c3ccco3)C2)c1 (configuration not stated)
    1	3.1	1	-12	-4	-1	12	7
NS(=O)(=O)c1ccc(CCNC(=O)c2ccc3c(c2)OCO3)cc1
    1	-1.1	-4	-6	-14	2	5	6
O=C(NS(=O)(=O)c1ccccc1)c1ccccc1F
    1.1	-4.4	0	-10	7	1	28	4
CN1C(=O)NC2(O)C(=O)c3ccccc3C12O (configuration not stated)
    1	-0.9	2	8	-14	2	0	6

Values run as follows: hIAP activ	MPTP block	GRIN3A LBD mod	ATG4B inh	SENP6 inh	SENP1 FRET inh	SENP8 inh	PfGluPho inh
O=S(=O)(c1ccc(SCCO)nc1)N1CCCC1
    1.1	6.6	2	-9	1	0	11	2
c1ccc(-c2nnc(CN3CCCc4ccccc43)o2)cc1
    0.95	-0.2	-2	0	-5	-21	-62	13
Cc1cccc(-n2ncc(C(=O)NC3CCCC3)c2C2CCN(C(=O)OC(C)(C)C)CC2)c1
    1.1	-0.4	1	2	-2	2	9	-11
CCC(=C(c1ccc(OC)cc1)c1ccc(OC)cc1)c1cn(CC(O)CN(CCO)CCO)c2ccccc12 (configuration not stated)
    1	5.4	-6	-14	-9	4	-8	10
Cc1ccc(-c2csc3ncnc(SCc4ccc(C(=O)O)cc4)c23)cc1
    0.8	-0.4	-4	25	3	-10	14	-26
COc1ccc(C(=O)c2sc3nc(-c4ccc(OC)cc4)ccc3c2N)cc1
    1.3	3.9	-2	1	1	-22	-405	-4
O=C(c1cc(-c2cccc(O)c2)on1)N1CCc2ccccc2C1
    1	59*	-13	36	-4	-1	8	-4
CC(=O)Oc1ccc2ccc(=O)oc2c1
    1	-2.5	-2	-27	-11	-116	5	6
CN(C)/C=N/NC(=O)C1Cc2c(ccc3ccccc23)O1 (configuration not stated)
    1.1	-0.4	-411	1	-22	1	10	-2
CC1CCc2c(sc3nc(CN4CCOCC4)nc(NS(=O)(=O)c4cccc([N+](=O)[O-])c4)c23)C1 (configuration not stated)
    1.1	23	1	11	-3	0	4	-12

Values run as follows: hIAP activ	MPTP block	GRIN3A LBD mod	ATG4B inh	SENP6 inh	SENP1 FRET inh	SENP8 inh	PfGluPho inh
CC(C)c1ccc(/C=C/C(=O)Nc2nc3ccc([N+](=O)[O-])cc3s2)cc1
    0.94	37	8	-17	-6	-38	12	-1
COc1ccc(Cn2cccc(NC(=O)Nc3cccc(OC)c3)c2=O)cc1
    1.1	6.1	-11	-8	-15	-3	-466	36
CCOCCCNC(=O)C1CCCN1C(=O)NC1CCCCC1 (configuration not stated)
    0.93	0.1	3	-12	-15	0	16	0
COc1ccc(NC(=O)CSc2nc3[nH]ncc3c(=O)[nH]2)c(OC)c1
    1.1	-0.8	-1	-13	-12	2	15	-12
CCS(=O)(=O)Nc1ccc(-c2nc3cccnc3s2)cc1
    1	1.9	-5	-7	73*	-113	-402	-10
CCN1CCN(CCNC(=O)CS(=O)(=O)Cc2nc(-c3ccc(C)cc3)oc2C)CC1
    1.2	-0.9	0	-5	2	4	10	-7
COc1ccccc1C=NNC(=O)c1ccccc1OCCOc1ccccc1
    0.96	-3.2	-4	5	-7	1	-4	39
COc1ccc(CCNC(=O)C2C3CCC(C3)C2C(=O)O)cc1OC (configuration not stated)
    0.95	-1.1	3	0	14	0	20	9
O=C1OCCC1Sc1nnc(-c2ccc(O)cc2)o1 (configuration not stated)
    1.2	-7.3	-2	2	-22	2	26	32
O=C(COC(=O)C(c1ccccc1)c1ccccc1)NCc1ccco1
    1	1.4	-2	0	-5	1	20	-1

4 compounds already listed, sorted by length of the SMILES, largest number first:
Values run as follows: hIAP activ	MPTP block	GRIN3A LBD mod	ATG4B inh	SENP6 inh	SENP1 FRET inh	SENP8 inh	PfGluPho inh
NS(=O)(=O)c1ccc(CCNC(=O)c2ccc3c(c2)OCO3)cc1
    1	-1.1	-4	-6	-14	2	5	6
COc1ccccc1C=NNC(=O)c1ccccc1OCCOc1ccccc1
    0.96	-3.2	-4	5	-7	1	-4	39
O=C(NS(=O)(=O)c1ccccc1)c1ccccc1F
    1.1	-4.4	0	-10	7	1	28	4
O=S(=O)(c1ccc(SCCO)nc1)N1CCCC1
    1.1	6.6	2	-9	1	0	11	2

(further entries)
Values run as follows: hIAP activ	MPTP block	GRIN3A LBD mod	ATG4B inh	SENP6 inh	SENP1 FRET inh	SENP8 inh	PfGluPho inh
COC(=O)c1ccc2c(c1)C(C)(C)C(/C=C/c1ccc(OC)c(OC)c1OC)=[N+]2C
    0.98	-5.4	4	0	11	-3	-400	26
O=C(CC(C(=O)O)c1ccc(F)cc1)c1ccc(Cl)cc1 (configuration not stated)
    1.1	0.8	5	1	-12	2	15	-1
Cc1ccc(-c2noc(CN(C)C(=O)Nc3ccc(F)cc3)n2)cc1
    1.2	3.0	-1	-7	-7	0	11	8
Cc1ccc(S(=O)(=O)N2CCCCC2)cc1NC(=O)Cn1cnnn1
    1	-0.7	-1	-2	-5	0	28	-10
CN1CCN(C(=O)c2ccc(Oc3ccc([N+](=O)[O-])cc3)cc2)CC1
    0.94	0.2	2	5	-18	1	12	-3
CCN(CC)C(=O)CSc1nc2ccccc2c(=O)n1CCC(=O)N1CCN(c2ccccc2)CC1
    0.85	-0.8	-1	5	8	-1	10	10
CCCCN(CC(=O)Nc1c(C)cccc1CC)C(=O)SCC
    1.3	-1.2	8	7	1	-5	23	-1
Cc1cc(=O)[nH]c(N/N=C/c2c(C)nn(-c3ccccc3Cl)c2Cl)n1
    0.96	0.1	1	-3	-6	4	7	10
COc1ccc(Cl)cc1NC(=O)CCNS(=O)(=O)c1cccc2nonc12
    0.9	-3.2	1	-5	-18	2	10	7
CN(C)C(=O)c1ccc(NC(=O)c2ccccc2Sc2ccccc2C#N)cc1
    1	1.2	-5	3	-7	2	13	-14

Values run as follows: hIAP activ	MPTP block	GRIN3A LBD mod	ATG4B inh	SENP6 inh	SENP1 FRET inh	SENP8 inh	PfGluPho inh
O=C(/C(=C/O)N=Nc1cccc(C(F)(F)F)c1)c1ccccc1
    0.86	1.8	-5	39	-9	0	10	21
CSc1nc2ccc(NS(=O)(=O)c3ccccc3F)cc2s1
    1	0.0	0	-1	5	1	2	-22
Cc1noc(C)c1C(=O)N1CCCC(C(=O)c2cccc(C(F)(F)F)c2)C1 (configuration not stated)
    0.81	-0.8	-1	-4	0	1	2	8
N#CC1(NC(=O)CN2c3cccc4cccc(c34)S2(=O)=O)CCCCC1
    0.92	0.1	-2	-6	-7	-1	i	0
Cc1ccc(NC(=O)CN2C(=O)N/C(=C/c3ccc(C)o3)C2=O)cc1
    0.97	2.7	-3	-2	-1	-18	-98	43
CCOc1cc(C(N)=O)cc(Br)c1OC
    0.99	-0.9	1	-5	16	2	18	-17
Nc1nc(NCC2CCCO2)nc(Nc2ccc(F)cc2)c1[N+](=O)[O-] (configuration not stated)
    0.96	-0.2	-3	13	-6	1	16	-14
CC(=O)N1CCN(Cc2nc3cc([N+](=O)[O-])ccc3n2C)CC1
    1.2	-1.0	0	2	5	1	2	2
Cc1ccc(CN2C(=O)C(C)Nc3ncnc(N4CCN(c5ccccn5)CC4)c32)cc1 (configuration not stated)
    0.94	0.4	0	-11	-14	-7	-26	11
COc1ccccc1OCc1nnc(SCC(=O)Nc2ccc(C)cc2)n1C
    0.91	-11	0	-8	2	1	38	-1

Values run as follows: hIAP activ	MPTP block	GRIN3A LBD mod	ATG4B inh	SENP6 inh	SENP1 FRET inh	SENP8 inh	PfGluPho inh
CCOc1cc(N2CCOCC2)c(OCC)cc1NC(=O)c1ccc(C)s1
    0.9	0.6	0	-12	-8	3	16	17
COc1ccccc1N1CCN(S(=O)(=O)c2ccc(-c3cnc(C4CC4)o3)cc2)CC1
    1	-1.6	2	-2	-6	2	-21	-5
O=C(NCc1cccs1)c1nn2cccnc2c1Cl
    1.1	-1.5	0	-12	1	-6	-17	-10
Cc1ccc(S(=O)(=O)N(C)C)cc1NC(=O)CSc1nc2ccccc2c(=O)n1CC1CCCO1 (configuration not stated)
    1.2	-1.5	4	2	-12	1	7	7
